High-throughput results (PubChem)
ST2 inh: inhibitors of human ST2 (IL1RL1) binding to IL-33, primary screen, biochemical, AlphaLISA; Interleukin-1 receptor-like 1 (Homo sapiens), Q01638; AlphaLISA ST2-Fc/biotin-IL-33 interaction, 1 h; inhibition, % for hits at 17 µM; 78,000 tested, 2.3% active; in the data active = inhibition above about 30%; inconclusive = mostly about 10% to 28%
Target sequence (Q01638 whole entry, looked up): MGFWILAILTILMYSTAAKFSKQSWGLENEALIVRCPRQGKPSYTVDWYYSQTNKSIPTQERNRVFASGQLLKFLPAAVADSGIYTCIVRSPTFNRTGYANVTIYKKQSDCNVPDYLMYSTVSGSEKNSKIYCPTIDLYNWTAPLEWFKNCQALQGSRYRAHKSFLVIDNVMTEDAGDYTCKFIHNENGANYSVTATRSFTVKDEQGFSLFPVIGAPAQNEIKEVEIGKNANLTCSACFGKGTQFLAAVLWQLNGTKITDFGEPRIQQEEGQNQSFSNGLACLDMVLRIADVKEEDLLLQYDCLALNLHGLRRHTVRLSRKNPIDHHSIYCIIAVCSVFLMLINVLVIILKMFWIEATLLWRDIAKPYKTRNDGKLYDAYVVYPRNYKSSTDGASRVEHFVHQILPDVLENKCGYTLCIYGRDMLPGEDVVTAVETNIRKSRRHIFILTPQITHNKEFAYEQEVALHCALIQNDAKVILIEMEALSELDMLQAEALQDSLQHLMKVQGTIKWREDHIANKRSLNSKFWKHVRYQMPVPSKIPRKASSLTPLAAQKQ
* hit, by the source's call; i = inactive; ? = inconclusive. A portion of the library; count on the stated rates, not on these rows.

SMILES	ST2 inh
COC(=O)C1=C(N)OC2=C(C(=O)CC(c3ccccc3)C2)C1c1ccc(F)cc1 (centres undefined)	i
CC(=O)C1=NN(c2ccc(C)cc2)C2C(=O)N(c3ccc(C)cc3)C(=O)C12 (centres undefined)	i
Cc1ccc(C2CC(c3cccs3)=NN2C(=O)c2ccc(Br)o2)cc1 (centres undefined)	?
CCOC(=O)C1C(=O)C=C(c2ccc(C)cc2)CC1c1ccco1 (centres undefined)	?
Cc1ccccc1OC(=O)c1cc2cc(Br)ccc2oc1=O	i
Cc1cc(N2CCN(S(=O)(=O)NCc3ccccc3)CC2)n2ncnc2n1	i
O=C1c2ccccc2C(=O)N1CCCN1CCN(CCCN2C(=O)c3ccccc3C2=O)CC1	?
CC(C)O[C@H]1CN(C(=O)c2ccccc2N2CCC(=O)NC2=O)C[C@@H]1O	i
O=C(CSc1nc2ccccc2o1)Nc1ccc(F)c(F)c1	i
Cc1ccc(C)c(NC(=O)CSc2cccc3cccnc23)c1	i
O=C(Nc1cccc(F)c1)N[C@@H]1C=C(C(=O)N[C@H]2CCCNC2=O)C[C@@H](O)[C@@H]1O	?
COc1ccccc1CNC(=O)CN(C)C(C)c1ccon1 (centres undefined)	i
O=C(CN1C(=O)S/C(=C/c2ccc(Br)cc2)C1=O)Nc1ccc(O)cc1	?
CC(=O)Nc1ccnn1C1CCN(Cc2cc(F)ccc2-n2nc(C)cc2C)CC1	i
CN(Cc1cnn(C)c1)C(=O)CC1(c2cccc(C(F)(F)F)c2)CC(=O)N(C2CC2)C1=O (centres undefined)	i
COc1ccc(OCc2nc(C#N)c(N3CCC(C(N)=O)CC3)o2)cc1	i
CC(=O)Nc1ccc(C(=O)N2CCN(C)C3(CCN(C)CC3)C2)cc1	i
Cc1ccccc1C(=O)Nc1ccc(Cl)cn1	i
CCCCN(Cc1ccc(F)cc1)C(=O)CNC(=O)N(C)C	?
Cc1cccc(-c2noc(CN(C)Cc3cccn3-c3nccs3)n2)c1	?
COc1ccccc1C(=O)Nc1ccc(C)c(Cl)c1	i
Cn1nc(-c2ccccn2)c2c1NC(=O)CC2Cn1c(=O)oc2ccccc21 (centres undefined)	i
COc1ccccc1NC(=O)c1ccc(Cl)cc1Cl	i
CC(C)c1ccc(N(C(=O)Cc2ccccc2)C2C=CS(=O)(=O)C2)cc1 (centres undefined)	i
CCC(C)NC(=O)c1ccc(CS(=O)(=O)c2ccc(OC)cc2)o1 (centres undefined)	?

(listing goes on)
SMILES	ST2 inh
O=C1c2ccccc2C(=O)C1(c1nc2ccccc2[nH]1)[N+](=O)[O-]	i
CCCCNc1c(Cl)cnn(-c2ccccc2)c1=O	i
Cc1cc2c(cc1C)NC(c1cccc([N+](=O)[O-])c1)C1=C(CC(C)(C)CC1=O)N2 (centres undefined)	?
COCCNC(=O)/C=C1\Sc2ccccc2N(Cc2ccc(F)cc2)C1=O	?
Cc1ccc(S(=O)(=O)N2CCN(c3nc(C)cc(N4CCCCC4)n3)CC2)c(C)c1	?
O=C(CSc1nc2c(c(=O)n1-c1ccc(Cl)cc1)SCC2)N1CCOCC1	i
Cc1nc(C(C)NC(=O)CSc2ncnc3sc(C)cc23)n[nH]1 (centres undefined)	i
Cc1cc(CN2CCC(CNC(=O)c3c(F)cccc3F)C2)oc1C (centres undefined)	?
O=C1c2ccc(-c3nc4ccccc4o3)cc2C(=O)N1c1ccc([N+](=O)[O-])cc1	i
O=C(O)c1ccc2c(c1)C(=O)N(c1ccc(Cl)cn1)C2=O	i
CSc1nnc(CC2CCN(C(=O)C(=O)c3cccs3)CC2)n1C	i
Cc1cc(Nc2ccccc2)nc(Nc2ccc(NC(=O)c3cccs3)cc2)n1	?
Cc1cc2cc(C(=O)NC(Cn3ccnc3)C(C)C)ccc2o1 (centres undefined)	?
CN(CCN1CCCCC1=O)c1nc(-c2ccccc2)nc2c1CCNC2	?
Cc1cccc(N(C(=O)c2ccccc2F)C2C=CS(=O)(=O)C2)c1 (centres undefined)	i
COc1ccc(CN2CCN(C(=O)c3ccncc3)CC2)cc1Br	?
O=C(Nc1ccc(-c2nc3ncccc3o2)cc1)c1ccc(OCc2ccccc2)cc1	?
OCC1(Cc2ccccc2F)CCCN(c2ccc3ccccc3n2)C1 (centres undefined)	?
COc1ccc(C2Nc3ccccc3C(=O)N2c2ccc(F)c(Cl)c2)cc1 (centres undefined)	?
O=C(CS(=O)(=O)c1cn(Cc2ccc(Cl)cc2)c2ccccc12)N1CCCC1	i
COc1ccccc1S(=O)(=O)Cc1ccc(C(=O)NCCCN2CCOCC2)o1	i
CCC1=C(c2ccc(OC)cc2)S(=O)(=O)N(CC(=O)NC2CCCCCC2)C1=O	i
COc1ccc(-c2csc(=Nc3ccccc3)n2CCO)cc1	38%*
CC(C)(C)NS(=O)(=O)c1ccccc1	i
Cn1cc(C(=O)OCC2CCN(CCNS(C)(=O)=O)CC2)c2ccccc21	i

Seven entries from above, with bars between the fields.
compound | ST2 inh
OCC1(Cc2ccccc2F)CCCN(c2ccc3ccccc3n2)C1 (centres undefined) | ?
O=C(Nc1ccc(-c2nc3ncccc3o2)cc1)c1ccc(OCc2ccccc2)cc1 | ?
CSc1nnc(CC2CCN(C(=O)C(=O)c3cccs3)CC2)n1C | i
CCCCNc1c(Cl)cnn(-c2ccccc2)c1=O | i
COCCNC(=O)/C=C1\Sc2ccccc2N(Cc2ccc(F)cc2)C1=O | ?
O=C(CSc1nc2c(c(=O)n1-c1ccc(Cl)cc1)SCC2)N1CCOCC1 | i
Cn1cc(C(=O)OCC2CCN(CCNS(C)(=O)=O)CC2)c2ccccc21 | i

(further entries)
SMILES	ST2 inh
Cc1ccc(S(=O)(=O)N(CC(=O)N2CCc3ccccc3C2)c2ccc(F)cc2)cc1	i
CCOc1ccc(NC(=O)NCCc2nc3cccnc3n2Cc2ccc(C)cc2)cc1	i
Cc1c(C(=O)NCCC(C)C)oc2ccc(S(=O)(=O)N3CC(C)CC(C)C3)cc12 (centres undefined)	i
Cc1ccn2c(=O)cc(COc3cc(NC(=O)c4cccs4)ccc3C)nc2c1	?
Cc1cc2cc(C(=O)NCCSc3nnc(C)s3)ccc2o1	i
O=c1[nH]c(Nc2ccc(Cl)cc2)nnc1Cc1ccc(Cl)cc1	i
CCNc1ncnc2c1oc1ccccc12	i
COCCCn1c(SCC(=O)Nc2ccccc2OC)nc2c(sc3ccccc32)c1=O	?
O=C1CCCC2=C1C(c1cc([N+](=O)[O-])ccc1O)C1=C(N2)c2ccccc2C1=O (centres undefined)	?
N#Cc1nc(COc2ccccc2Cl)oc1NCc1cccnc1	?
COc1ccc(CSc2nc3sc4c(c3c(=O)n2-c2ccccc2)CCN(C)C4)cc1	?
CCc1ccccc1Nc1nnc(Cc2ccccc2)c(=O)[nH]1	i
CCN(Cc1ccccc1)C(=O)CCN1CCCN(C)CC1	i
Cn1c(SCC(=O)Nc2cc(=O)n(C)c(=O)n2C)nnc1C12CC3CC(CC(C3)C1)C2	i
CCC(c1cccnc1)N(C)C(=O)c1cnn(Cc2ccccc2)c1 (centres undefined)	i
O=C(CN1C(=O)C2C3C=CC(C3)C2C1=O)NCc1ccco1 (centres undefined)	i
Cc1cc(Sc2ncnc(N)c2[N+](=O)[O-])nc(C)n1	i
COC[C@H](C)Nc1nc(CCN)nc2sc(C)c(C)c12	i
CN(C)c1ccc(-c2ccnc(N[C@H]3CO[C@H]4[C@@H]3OC[C@H]4OC(=O)Nc3cccc(C(F)(F)F)c3)n2)cc1	?
COc1cccc(/C=C2/N=C(c3ccc(NC(C)=O)cc3)OC2=O)c1	?
COc1ccc(C)cc1NC(=O)c1cc2c(C)nn(-c3ccccc3)c2s1	i
COCCCNC(=O)C1CCN(S(=O)(=O)c2ccc(Br)cc2)CC1	i
O=C(/C=C/c1ccc2c(c1)OCO2)Nc1ccc(Cl)cc1	i
COc1ccc(/C=C2/SC(=O)N(CN3CCCCC3)C2=O)c(OC)c1	i
CCCCOc1ccc(C(=O)OC2CC(C)N(C)CC2C)cc1 (centres undefined)	?

2 of these compounds in a different format.
> COc1ccc(CN2CCN(C(=O)c3ccncc3)CC2)cc1Br
- ST2 inh = ?
> O=C(Nc1ccc(-c2nc3ncccc3o2)cc1)c1ccc(OCc2ccccc2)cc1
- ST2 inh = ?

Back to the main list; the six compounds before the break are reprinted first.
SMILES	ST2 inh
COc1cccc(/C=C2/N=C(c3ccc(NC(C)=O)cc3)OC2=O)c1	?
COc1ccc(C)cc1NC(=O)c1cc2c(C)nn(-c3ccccc3)c2s1	i
COCCCNC(=O)C1CCN(S(=O)(=O)c2ccc(Br)cc2)CC1	i
O=C(/C=C/c1ccc2c(c1)OCO2)Nc1ccc(Cl)cc1	i
COc1ccc(/C=C2/SC(=O)N(CN3CCCCC3)C2=O)c(OC)c1	i
CCCCOc1ccc(C(=O)OC2CC(C)N(C)CC2C)cc1 (centres undefined)	?
O=C(Nc1ccc2oc(-c3cc(F)c(F)cc3Cl)nc2c1)c1cccnc1	i
CC(=O)N1CCc2cc(Br)cc(S(=O)(=O)CC(=O)Nc3cc(C)ccc3C)c21	i
Nc1nc2ncc([N+](=O)[O-])cn2n1	?
CN(C)Cc1c(O)ccc2cc(-c3nc4ccccc4[nH]3)c(=O)oc12	i
COc1ccc(N2C(=O)C3C4CCC(C4)C3C2=O)cc1OC (centres undefined)	i
CC1(C)Cc2nc(NCCCO)c(C#N)cc2CO1	i
Cc1ccc(NC(=O)c2c(O)c3ccccc3[nH]c2=O)c(C)c1	i
COc1ccc(N2CCN(Cc3ccc(OC)c(C)c3C)CC2)cc1	i
COc1ccc(OC)c(S(=O)(=O)N2CCN(c3nc(C)cc(N4CCCC4)n3)CC2)c1	i
CC1CCCCN1C(=O)Cn1c(=O)n(-c2ccc(F)cc2F)c(=O)c2sccc21 (centres undefined)	?
CCC/C=C/c1nccc(NC(C)C)n1	i
CS(=O)(=O)NCC(O)Cn1c2ccccc2c2ccccc21 (centres undefined)	?
CCOC(=O)c1sc2ncn(CC(=O)N(CC)CC)c(=O)c2c1C	i
O=C(Nc1cccc(-c2nc3ncccc3o2)c1)c1cccnc1	i
CCN(CC)CCNC(=O)c1cnn2c(C)c(Cc3c(F)cccc3Cl)c(C)nc12	i
COc1ccc(NC(=O)c2cc3c(n(-c4ccc(C)cc4)c2=O)CCCC3=O)cc1	i
Cn1c(=O)c2c(nc(NCCO)n2Cc2ccccc2F)n(C)c1=O	i
CCc1cnc(C)nc1N(C)CCCn1cccn1	?
CCCOc1ccccc1C1C2=C(CC(C)(C)CC2=O)N(CC(=O)O)C2=C1C(=O)CC(C)(C)C2	?
CCN(CC)CCN1C(=O)C(=O)C(=C(O)c2ccc(Cl)cc2)C1c1ccc(F)cc1 (centres undefined)	i
O=C(O)c1[nH]c2ccc(Cl)cc2c1CC(=O)N1CCN(c2cccc(Cl)c2)CC1	i
COc1cc(C2SCC(=O)N2CCc2ccccc2)cc(OC)c1OC (centres undefined)	i
CCCNC(=O)c1cc(-c2cccs2)on1	i
O=c1oc(/C=C/c2ccco2)nc2sc3c(c12)CCCCC3	36%*
N#Cc1c(N)nc2c(c1-c1ccco1)CCCCCC2	i

Other records
SMILES	ST2 inh
O=C(CN(c1ccc(F)cc1)S(=O)(=O)c1ccc2c(c1)OCCO2)N1CCOCC1	i
c1cnc(N2CCOCC2)c(CNCc2ccc(C3CCCCO3)o2)c1 (centres undefined)	?
CN(C)S(=O)(=O)c1ccc(-c2nccc(CCC(F)(F)F)n2)cc1	?
O=C(O)CCCC(=O)Nc1cccc(C(=O)O)c1	i
Cc1ccc(S(=O)(=O)N=C(c2ccc(F)cc2)N(C)C)cc1	?
CCOc1ccc(C(=O)Nc2ccc(Nc3nc(C)cc(Nc4ccccc4)n3)cc2)cc1	?
Cc1cccc(OCC(=O)Nc2ccc(C(C)C)cc2)c1	i
COCCN1CCC(CN2CCC3(CCOCC3)CC2)CC1	i
O=S(=O)(c1ccc(Br)s1)N1CCCN(Cc2ccccc2)CC1	i
Cc1cc([N+](=O)[O-])nn1CCCC(=O)Nc1ccc(Cl)c(Cl)c1	i
Cc1cc(C=C2C(=O)NC(=O)NC2=O)c(C)n1-c1ccc(Cl)c(Cl)c1	?
COc1ccc(/C=C/CN2CCCN(C(=O)C3CCC3)CC2)cc1	i
C/C(=C\C(=O)NCCCC1NC(=O)C(CCCNC(=O)/C=C(\C)CCO)NC1=O)CCO (centres undefined)	i
Cc1ncc(C(=O)NCCCc2nc3ccccc3s2)c(C)n1	?
Cc1cccc(-n2cc(CN(C)C(C)C(=O)N(C)C)cn2)c1 (centres undefined)	?
O=C(Nc1ccc(N2CCCC2)cc1)c1cc(I)ccc1Cl	51%*
O=S(=O)(Nc1ccc(Br)cc1)c1ccc(Br)s1	i
N#Cc1cc2c(=O)n3ccccc3nc2n(CCCn2ccnc2)c1=N	31%*
CCCCC1(C)OC(=O)C(=Cc2ccc(OC)c(I)c2)C(=O)O1 (centres undefined)	i
CCC(NC(=O)Cc1nonc1C)c1ccccn1 (centres undefined)	i
COc1ccc(CNC(=O)CN2C(=O)CC(C)(C)Sc3ccccc32)cc1	?
COc1ccc2c(=O)c(-c3ccccc3)coc2c1	i
CC1=C[C@@H](CNC(=O)c2ccncc2)[C@H](C(C)C)C[C@H]1CC(=O)NCc1ccc(C#N)cc1	i
O=C(NCc1cccnc1)C1CCN(CC2CC=CCC2)CC1 (centres undefined)	i
Cn1c(=O)c2c(ncn2CC(=O)Nc2ccc(OC(F)(F)Cl)cc2)n(C)c1=O	i

2 neighbouring entries out of the list so far, quoted:
SMILES	ST2 inh
O=C(CN(c1ccc(F)cc1)S(=O)(=O)c1ccc2c(c1)OCCO2)N1CCOCC1	i
c1cnc(N2CCOCC2)c(CNCc2ccc(C3CCCCO3)o2)c1 (centres undefined)	?

Going on with the list.
SMILES	ST2 inh
O=C(c1cncc(N2C[C@@H]3[C@@H]4CC[C@@H](C4)[C@@H]3C2)n1)N1CCCC1	?
COc1ccc(S(=O)(=O)N2CCc3ccccc32)cc1[N+](=O)[O-]	i
OC[C@@H]1O[C@H](CNC2CCCCC2)[C@H](N2CCN(c3cccc(C(F)(F)F)c3)CC2)[C@@H]1O	i
N#CC1CC(c2ccccc2)=NN1c1ccccc1 (centres undefined)	96%*
Cc1ccccc1-c1noc(CCC(=O)NCc2cc(C(C)(C)C)n[nH]2)n1	?
COc1cccc(COC2CN(CC(C)C)C(=O)CN(C(=O)c3cccc(N4CCCC4=O)c3)C2)c1 (centres undefined)	i
CCOC(=O)C1(CCCc2ccccc2)CCN(C(=O)Nc2cccc(C)c2C)CC1	i
